TNAP pNPP inh = human TNAP inhibition, p-nitrophenol detection | P05186 | purified TNAP, pNPP hydrolysis, absorbance 405 nm | inhibition, % at 20 µM | 21,000 tested, under 10 active | AID 615;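 also: 0% = DMSO only wells and 100% = 1 mM levamisole wells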
Target sequence (P05186 whole entry, looked up): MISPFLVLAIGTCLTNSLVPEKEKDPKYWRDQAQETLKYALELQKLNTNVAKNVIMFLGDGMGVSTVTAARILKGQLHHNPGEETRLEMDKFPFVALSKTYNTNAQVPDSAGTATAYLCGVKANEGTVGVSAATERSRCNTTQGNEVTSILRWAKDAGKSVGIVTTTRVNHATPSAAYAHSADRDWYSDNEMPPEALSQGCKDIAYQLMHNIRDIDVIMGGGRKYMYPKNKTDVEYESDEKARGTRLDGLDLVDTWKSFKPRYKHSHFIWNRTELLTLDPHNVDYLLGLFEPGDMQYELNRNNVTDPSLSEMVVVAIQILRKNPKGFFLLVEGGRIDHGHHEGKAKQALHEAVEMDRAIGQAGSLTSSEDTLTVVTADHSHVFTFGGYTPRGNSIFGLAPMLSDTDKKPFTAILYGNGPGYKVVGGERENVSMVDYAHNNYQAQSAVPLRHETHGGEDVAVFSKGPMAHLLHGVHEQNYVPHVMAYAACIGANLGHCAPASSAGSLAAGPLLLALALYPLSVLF
TNAP Pi inh = human TNAP inhibition, phosphate detection; AID 614; purified TNAP, pNPP, malachite green phosphate absorbance; P05186; 21,000 tested, under 10 active; inhibition, % at 20 µM
* marks the source's active call; other numbers are inactive results.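 The calls were made as follows: active = inhibition above 50% at the 20 µM single-dose screen; inactive = the rest.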 This is a subset; count on the stated rates, not on these rows.

SMILES	TNAP pNPP inh	TNAP Pi inh
CC1(C)C(c2cccs2)=NC(c2ccccc2)N1O (stereo unspecified)	4	9
Cc1nc2cc(NC(=O)NCc3ccco3)ccc2o1	2	1
CC(=NCC1CCCO1)C1=C(O)CC(C)(C)CC1=O (stereo unspecified)	3	-9
COc1ccc(C(CC(=O)N2CCOCC2)C(C)C)cc1 (stereo unspecified)	6	-4
O=C(NCCCN1CCOCC1)c1coc2ccccc2c1=O	1	-8
CS(=O)(=O)N1CCC(C(=O)NCC2CCCO2)CC1 (stereo unspecified)	0	0
Cc1ccccc1NC(=O)c1c(-c2ccccc2)noc1C	4	19
CCCn1c(SCC(N)=O)nnc1C(C)C	2	4
CCOC(=O)C1CCN(CC(O)COc2ccc(C(=O)CC)cc2)CC1 (stereo unspecified)	-3	3
CC1=CC(=O)OC1Cc1ccncc1 (stereo unspecified)	3	7
CCCCC(=O)Nc1ccc(NC(=O)CC)cc1OC	3	-5
COc1ccc(N2CCN(C(=O)CN3C(=O)c4ccccc4S3(=O)=O)CC2)cc1	-2	5
COc1cccc(-c2nc(=S)c3c(n2CCCO)CCCC3)c1	0	1
CCOC(=O)c1[nH]c2ccc(Br)cc2c1NC(=O)CNC	2	9
COCCn1c(C)cc(C(=O)CSc2nnc(-c3cccnc3)n2-c2ccccc2F)c1C	5	10
C=CCn1c(-c2cc(OC)c(OC)c(OC)c2)n[nH]c1=S	4	2
CC(=O)c1c(N2CCN(c3cccc(Cl)c3)CC2)nc(=S)n(-c2ccccc2)c1C	6	-1
COc1ccc(NC(=O)CN2CCC(n3c(C)nc4cc(F)ccc43)CC2)c(OC)c1	-12	-4
Nc1ncnc2c1ncn2[C@@H]1O[C@H](CO)[C@@H](O)[C@H]1O	-10	-7
O=C(Nc1ccccc1)N1CCn2c1nc1ccccc12	3	10
CC(=O)NC(=O)NC1OC(=O)C(Cl)=C1Cl (stereo unspecified)	3	9
COc1cc(OC)nc(NC(=O)CSc2nnc(-c3ccccc3)n2C2CCCCC2)n1	2	13
O=c1c2ccccc2oc2nc(-c3ccco3)n(CCc3ccccc3)c(=O)c12	8	10
c1cncc(Nc2nc(-c3cccs3)cs2)c1	-1	2
Cn1c(=O)c2cnc(N3CCOCC3)nc2n(C)c1=O	4	10
CCOC(=O)N1CCN(CC(=O)Nc2c(C(=O)OC)[nH]c3ccc(Cl)cc23)CC1	4	4
O=C(CCN1CCCC1)Nc1cccc(Br)c1	6	10
CC(=O)Nc1nc(C)c(Oc2ccccc2)c(=O)[nH]1	5	12
CCn1c2ccccc2c2nnc(SCC(=O)c3ccccc3)nc21	-1	14
Cc1ccccc1-c1noc(-c2ccccc2C(=O)N2CCCC2)n1	3	8
CCOC(=O)c1c(CN(C)C)n(C)c2ccc(OC(C)=O)cc12	2	0
O=C(O)C1CCCN1C(=O)c1cncc(Br)c1 (stereo unspecified)	5	-4
COc1ccc(NC(=O)c2cccnc2)c(OC)c1	0	0
Cc1coc2c(O)cc3c(c12)OC1(N2CCCCC2)C(=O)NCCCC31 (stereo unspecified)	7	-40
COCCOCCOCCC(=O)NC1CC2CCC1(C)C2(C)C (stereo unspecified)	0	0
Cc1ccc(F)cc1NC(=O)c1cccc(N(C)C)c1	5	2
Cc1nn2c3ccccc3nc2n(Cc2ccccc2)c1=O	2	-12
Cc1cc(F)ccc1NCc1ccncc1	2	10
Cc1[nH]n2c(=O)cc(C(C)(C)C)nc2c1-c1ccccc1	3	6
COc1cccc(-n2c(SCC(=O)Nc3cc(C)on3)nc3ccccc3c2=O)c1	-1	14
O=S1CCCSC1c1cccnc1 (stereo unspecified)	0	3
CCC(=O)Nc1cccc(NC(=O)CSc2nnnn2C)c1	4	10
Cn1nc(CC(=O)Nc2ccc3c(c2)CCC3)c2ccccc2c1=O	6	4
CCOC(=O)CCNC(=O)c1ccccc1Br	6	-4
COC(=O)C1=C(N)Oc2cc(C)n(CCc3ccccc3)c(=O)c2C1c1cccnc1 (stereo unspecified)	-1	3
COc1ccc(S(=O)(=O)Nc2cc(C)c(O)cc2C(C)C)cc1	-1	11
COc1ccc(CCC(=O)NCc2ccco2)cc1	2	8
Fc1ccccc1N1CCN(Cc2nc(-c3ccc(Cl)cc3Cl)no2)CC1	6	-7
CCCCn1c(SCC(=O)Nc2nnc(C)s2)nnc1-c1ccoc1C	-1	8
Cc1nc2c(c(=O)n1Cc1ccccc1Cl)c1nc3ccccc3nc1n2Cc1ccco1	6	11
Continuation.
SMILES	TNAP pNPP inh	TNAP Pi inh
CCN(Cc1cc2ccccc2[nH]c1=O)C(=O)C1CCCCC1	7	1
COc1ccccc1N1CCN(C(=O)c2c(C)cc(=O)oc2C)CC1	-8	-9
Cn1c(=O)c2c(nc(N3CCCC3)n2CC(O)CO)n(C)c1=O (stereo unspecified)	9	6
CCCCNC(=O)Nc1cc(C(=O)OC)ccc1C	0	0
CCCCC1CCC(/C(N)=N/O)CC1 (stereo unspecified)	-22	0
c1ccc(-c2nc(CSc3nnc(-c4cccs4)o3)cs2)cc1	1	10
COc1ccccc1NC(=O)C1=C(C)NC(=O)NC1c1cccc(OC)c1OC (stereo unspecified)	4	2
CCOC(=O)C1=C(CNCc2ccccc2Cl)NC(=O)NC1c1ccc2c(c1)OCO2 (stereo unspecified)	2	0
CCOc1ccc(NC(=O)CSC(N)=O)cc1	6	8
O=C(CNC(=O)c1ccco1)OCC(=O)c1ccccc1	0	6

Random excerpt: seven compounds from above.
SMILES	TNAP pNPP inh	TNAP Pi inh
COc1ccccc1N1CCN(C(=O)c2c(C)cc(=O)oc2C)CC1	-8	-9
CCOC(=O)C1=C(CNCc2ccccc2Cl)NC(=O)NC1c1ccc2c(c1)OCO2 (stereo unspecified)	2	0
COc1ccccc1NC(=O)C1=C(C)NC(=O)NC1c1cccc(OC)c1OC (stereo unspecified)	4	2
CCCCC1CCC(/C(N)=N/O)CC1 (stereo unspecified)	-22	0
CCOc1ccc(NC(=O)CSC(N)=O)cc1	6	8
O=C(CNC(=O)c1ccco1)OCC(=O)c1ccccc1	0	6
CCCCNC(=O)Nc1cc(C(=O)OC)ccc1C	0	0

(cont.)
SMILES	TNAP pNPP inh	TNAP Pi inh
Nc1nonc1C(=O)NCCNCc1ccccc1OCc1ccccc1F	-2	7
O=c1[nH]c2ccccc2nc1Cc1ccccc1	-2	-2
COc1ccc(C(O)C(CN2CCOCC2)c2ccccc2)cc1 (stereo unspecified)	5	10
OC(COc1ccc(Cl)cc1)CN1C2=NCCCN2c2ccccc21 (stereo unspecified)	2	7
CCCSc1nc(N2CCOCC2)c2c(c1C#N)CCCC2	3	7
Cc1csc(NC(=O)CSc2nc(C)cs2)n1	4	16
Cc1cc2c(c(=O)n1CCCn1ccnc1)C(c1ccco1)C(C#N)=C(N)O2 (stereo unspecified)	-1	6
O=C(NCC1CCCO1)c1cc(-c2ccccc2)on1 (stereo unspecified)	9	14
COc1ccc(OC)c(C2C(C#N)=C(N)Oc3c2c(C)nn3-c2cccc(Cl)c2)c1 (stereo unspecified)	0	12
O=C(CN1C(=O)C2(OCCO2)c2ccccc21)c1ccc(Cl)cc1	-1	5
O=C1OCCC1S(=O)(=O)c1ccc2ccccc2c1 (stereo unspecified)	-6	0
CC(=O)NCCOC(=O)Nc1ccncc1	-9	-5
CCn1c(COc2ccccc2)nnc1SCC(=O)NC1CCCCC1	3	0
COC(=O)c1ccc(OC(=O)c2ccc(OC)c(OC)c2)c(OC)c1	0	0
Cc1c(OCC(F)(F)F)ccnc1CS(=O)c1nc2ccccc2[nH]1 (stereo unspecified)	-12	-9
COCCSc1ccccc1C(=O)Nc1nnc(COC)s1	5	7
O=C(Cn1nnc2ccccc21)NCc1ccccc1	1	5
CCn1c(CNC(=O)c2cccc(C)c2)nnc1SCC(=O)Nc1cccc(OC)c1	2	12
Cc1cc(C)c2cc(CN(CCO)C(c3nnnn3Cc3ccc(F)cc3)C(C)C)c(=O)[nH]c2c1 (stereo unspecified)	-7	1
CSCCc1nc(SCC(=O)Nc2nnc(C)s2)[nH]c1C	6	10
CC1CCCN(C(=O)Cc2ccc(F)cc2)C1 (stereo unspecified)	4	11
CCn1nc(NC(=O)c2ccco2)c2cc3ccccc3nc21	6	13
CS(=O)(=O)c1ccc(Cl)c(S(=O)(=O)NCc2ccccc2)c1	2	19
O=C(Nc1ccc(S(=O)(=O)N2CCN(Cc3ccccc3)CC2)cc1)c1cnccn1	7	3
O=C(c1nc2nc(-c3ccccc3)cc(C(F)(F)F)n2n1)N1CCOCC1	5	-15
COc1ccccc1N1CCN(C(=O)c2cc(-c3ccc(C)cc3)on2)CC1	-1	12
CC(C)(C)SCCNC(=O)c1ccc(NS(C)(=O)=O)cc1	-2	0
O=C(CC1CCCC1)OCn1nnc2ccccc2c1=O	7	12
O=c1[nH]c(N2CCOCC2)nc2ncn(Cc3ccccc3)c12	-22	-52
CCOC(=O)c1c(C)n(C)c2ccc(OC)c(NC(=O)CN3CCN(Cc4ccccc4)CC3)c12	-3	0
Cc1c(/C(O)=C2/C(=O)C(=O)N(CCN3CCOCC3)C2c2cccnc2)cnn1-c1ccccc1 (stereo unspecified)	2	-10
CC12CCC(C(=O)NCc3ccccc3)(OC1=O)C2(C)C (stereo unspecified)	2	6
O=C(COC(=O)COc1ccc(Nc2ccccc2)cc1)NCc1ccco1	-4	8
CCOC(=O)N1CCN(C(=O)c2ccc(C)c(S(=O)(=O)Nc3cccc(C)c3C)c2)CC1	7	8
Nc1ccc2c(C(F)(F)F)cc(=O)oc2c1	4	10
COc1cc2c(cc1OC)C(c1cccc(OC)c1OC)CC(=O)N2 (stereo unspecified)	0	2
COc1ccc2nc(C)cc(N3CC(C)OC(C)C3)c2c1 (stereo unspecified)	-1	16
COc1cccc(NC(=O)CSC2=C(C#N)C(c3ccco3)C3=C(CCCC3=O)N2)c1 (stereo unspecified)	0	0
Cc1nc(CC(=O)N2CCN(c3cccc(C)c3C)CC2)cs1	-4	6
COc1cc(NC(=O)c2ccc(COc3ccccc3Br)o2)cc(OC)c1OC	4	-9
Fc1ccc2nc(-c3ccccc3)nc(SCc3nnc(-c4ccccc4)o3)c2c1	-5	8
O=C(O)CCC(=O)Nc1nnc(C(F)(F)F)s1	0	3
CN(C)CCC=C1c2ccccc2CCc2ccccc21	0	0
Cc1sc2ncnc(OCC(=O)NCc3cccs3)c2c1C	6	21
Brc1c(NC2=NCCN2)ccc2nccnc12	6	5
CSCC[C@H](NC(=O)C1CCN(S(=O)(=O)c2ccc(C)cc2)CC1)C(=O)NCc1ccco1	1	-23
COc1ccc(NS(=O)(=O)c2ccc(NS(=O)(=O)c3ccc(C)cc3)cc2)nn1	-2	-30
O=c1cc(O)c2c(=O)n3c4c(cccc4c2o1)CCC3	3	6
CCOC(=O)COc1nc(Nc2ccccc2C)nc(N(C)C)n1	7	11
CCCn1c(CCc2ccccc2)nnc1SCC(=O)N1CCCC1	-1	2

Part of the list above, set out differently.
TNAP pNPP inh	TNAP Pi inh	smiles
9	6	Cn1c(=O)c2c(nc(N3CCCC3)n2CC(O)CO)n(C)c1=O (stereo unspecified)
0	0	CCCCNC(=O)Nc1cc(C(=O)OC)ccc1C

2 of these compounds, reformatted:
smiles: O=C(O)CCC(=O)Nc1nnc(C(F)(F)F)s1
  TNAP pNPP inh: 0
  TNAP Pi inh: 3
smiles: CN(C)CCC=C1c2ccccc2CCc2ccccc21
  TNAP pNPP inh: 0
  TNAP Pi inh: 0

Carrying on:
SMILES	TNAP pNPP inh	TNAP Pi inh
O=C(NCc1cccs1)c1cc2ccccc2o1	3	10
CCOc1ccccc1NC(=O)Cc1ccccc1OC	0	2
CCOC(=O)Cc1csc(NC(=O)CSc2nc(C)cc(=O)[nH]2)n1	5	-6
O=C(c1ccc(COc2ccccc2Br)o1)N1CCCCCC1	5	12
CCNS(=O)(=O)c1ccc(OC)c(C)c1	-4	7
CN(C)c1nc(OCCNC(=O)Nc2ccccc2)nc(N(C)C)n1	0	-7
CCOC(=O)c1sc(-n2[nH]c(C)cc2=O)nc1C	3	10
Cc1ccc(/C=C/C2=Cc3c(sc(NC(=O)CSc4n[nH]c(N)n4)c3C#N)C(C)(C)C2)o1	0	16
CSc1ncccc1C(=O)OCC(=O)NC1CCS(=O)(=O)C1 (stereo unspecified)	7	12
CCC(C(=O)NC1CCCC1)N(Cc1ccc2c(c1)OCO2)C(=O)c1snc(C(N)=O)c1N (stereo unspecified)	4	8

Single records, from the list above. Values in the order: TNAP pNPP inh	TNAP Pi inh
CCOc1ccccc1NC(=O)Cc1ccccc1OC is entered as 0	2
O=C(NCc1cccs1)c1cc2ccccc2o1 is entered as 3	10

The results go on:
SMILES	TNAP pNPP inh	TNAP Pi inh
CCOC(=O)c1ccc(Cn2c(-c3ccccc3)nnc2-c2ccccc2)o1	0	14
Cc1cccc2cc(CN(CCCN3CCOCC3)Cc3nnnn3C(C)(C)C)c(=O)[nH]c12	6	19
O=C(N1CCC(O)(c2cccnc2)CC1)C12CC3CC(CC(C3)C1)C2	-6	1
Fc1ccc2nc3n(c2c1F)CCCCCC3	4	5
CCOP1(=O)C=C(C(C)(C)C)OC1c1ccc(F)cc1 (stereo unspecified)	2	0
Cc1cc(C(F)F)n2nc(C(=O)Nc3ccc(F)cc3F)nc2n1	5	11
OCCNc1nc(C2CC2)nc2c1nnn2Cc1ccccc1Cl	3	-19
N#Cc1cccc(-n2nnnc2-c2ccccn2)c1	6	22
Cn1nnc(C(O)CN2CCOCC2)n1 (stereo unspecified)	3	8
Cc1ccc(S(=O)(=O)N2CCCC2C(=O)N2CCCCCC2)cc1 (stereo unspecified)	2	11
CCCCOc1ccc(Cl)cc1CSc1nnc(C)n1N	5	7
CC[N+](CC)(CC)C/C(N)=N/O	6	17
C=C(C)COc1ccc2oc(C)c(C(=O)OCCOC)c2c1	1	4
CC12CC3CC(C)(C1)CC(C(=O)Nc1nn[nH]n1)(C3)C2	2	9
CC1C(C#N)=C(N)OC2=C1C(=O)CCC2 (stereo unspecified)	5	4
Cc1cc(NC(=O)CSc2nc3ccccc3n2CC(=O)N2CC(C)CC(C)C2)no1 (stereo unspecified)	5	16

Assay outcomes: PubChem BioAssay, Sanford-Burnham Center for Chemical Genomics
